High-throughput results: PubChem BioAssay, The Scripps Research Institute Molecular Screening Center
PAD4 FP inh – PAD4 (human) enzyme inhibition; Q9UM07; recombinant PAD4, RCA probe fluorescence polarization; inhibition, % at 6.36 µM; hit rate 0.41% among 330,000;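 active = percent inhibition above a cutoff equal to the mean of all tested compounds plus 3 SD, cut at about 15% in these data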;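 note: 0% = PAD4 with RCA probe and DMSO and 100% = probe without PAD4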
Target sequence (Q9UM07 whole entry, looked up): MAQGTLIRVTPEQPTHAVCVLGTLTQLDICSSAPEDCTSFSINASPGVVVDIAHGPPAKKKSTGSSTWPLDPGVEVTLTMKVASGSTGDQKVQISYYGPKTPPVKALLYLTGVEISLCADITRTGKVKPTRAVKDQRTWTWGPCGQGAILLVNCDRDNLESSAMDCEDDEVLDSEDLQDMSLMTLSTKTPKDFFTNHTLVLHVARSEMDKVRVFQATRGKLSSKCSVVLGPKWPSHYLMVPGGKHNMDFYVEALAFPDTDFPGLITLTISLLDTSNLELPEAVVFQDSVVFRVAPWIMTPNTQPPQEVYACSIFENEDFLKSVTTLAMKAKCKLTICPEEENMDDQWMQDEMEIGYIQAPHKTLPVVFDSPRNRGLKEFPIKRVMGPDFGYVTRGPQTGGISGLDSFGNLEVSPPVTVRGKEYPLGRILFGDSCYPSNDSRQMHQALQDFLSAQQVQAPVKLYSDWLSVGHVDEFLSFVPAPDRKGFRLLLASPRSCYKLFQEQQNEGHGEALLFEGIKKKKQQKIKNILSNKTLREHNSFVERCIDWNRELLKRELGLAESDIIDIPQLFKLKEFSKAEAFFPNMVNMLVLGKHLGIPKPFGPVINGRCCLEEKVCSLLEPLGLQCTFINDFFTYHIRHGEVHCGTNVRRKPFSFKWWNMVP
Fam108B counter – Fam108B inhibition, counter-screen for RBBP9 inhibitors; hit rate 0.33% among 300,000; recombinant Fam108B, FP-Rh probe fluorescence polarization; AID 1947; inhibition, % at 9.51 µM;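 active = inhibition above the screen mean inhibition plus 3 SD, computed separately per campaign, cut at about 18% in these data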;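 note: inhibitors lower polarization as less probe binds the enzyme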
PAFAH1B2 FP inh – inhibitors of human PAFAH1B2. hit rate 1.2% among 340,000. AID 492953. P68402. recombinant PAFAH1B2, FP-rhodamine activity probe, fluorescence polarization. inhibition, % at 3.39 µM;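 active = inhibition above the mean of all tested compounds plus 3 SD, cut at about 24% in these data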;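 note: 0% = enzyme with DMSO and 100% = wells lacking PAFAH1B2; many of its hits are not listed in these tables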
PAFAH2 inh – inhibitors of human PAFAH2. hit rate 0.99% among 340,000. Q99487. recombinant PAFAH2, FP-rhodamine activity probe, fluorescence polarization. AID 492956. inhibition, % at 3.39 µM;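 active = inhibition above the mean over all tested compounds plus 3 SD, cut at about 30% in these data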;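 note: inhibitors block probe labeling of enzyme so polarization drops; 0% = enzyme with DMSO and 100% = wells lacking PAFAH2 protein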
GSTO1 inh – counter-screen for RBBP9 inhibitors: inhibitors of human GSTO1 | inhibition, % at 5.96 µM | recombinant GSTO1, activity-based probe fluorescence polarization | hit rate 1.1% among 300,000;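 active = inhibition above the campaign mean inhibition plus 3 SD, cut at about 35% in these data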;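 note: 0% = GSTO1-1 with DMSO and 100% = wells lacking GSTO1-1 enzyme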
LYPLA1 counter – counter-screen for PME1 inhibitors: inhibitors of human LYPLA1. O75608. recombinant LYPLA1, FP-Rh probe fluorescence polarization. inhibition, % at 5.9 µM. hit rate 0.16% among 320,000;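 active = inhibition above the mean of all tested compounds plus 3 SD, set per campaign, cut at about 14% in these data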;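 note: inhibitors block serine hydrolase probe labeling of LYPLA1 so polarization falls; 0% = enzyme with DMSO and 100% = wells lacking LYPLA1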
PME-1 inh – blocks human protein phosphatase methylesterase 1; recombinant PME-1, FP-Rh probe fluorescence polarization; AID 2130; hit rate 0.53% among 320,000; inhibition, % at 5.9 µM; Q9Y570;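 active = inhibition above the campaign mean of all compounds plus 3 SD, cut at about 26% in these data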;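 note: competitive labeling of PME-1 active site by serine hydrolase directed probe; 0% = PME-1 with DMSO and 100% = wells lacking PME-1 enzyme; inhibitors block probe labeling so polarization falls and inhibition rises; many of its hits are not listed in these tables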
PAFAH1B3 FP inh – inhibitors of human PAFAH1B3; AID 492972; Q15102; hit rate 0.28% among 340,000; recombinant PAFAH1B3, FP-rhodamine probe, fluorescence polarization; inhibition, % at 3.39 µM;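 active = inhibition above the screen-wide average of all tested compounds plus 3 SD, cut at about 25% in these data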;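 note: 0% = enzyme with DMSO only and 100% = wells lacking PAFAH1B3 protein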
pPAFAH FP inh – pPAFAH (human) enzyme inhibition | hit rate 1.5% among 330,000 | recombinant pPAFAH, FP-rhodamine probe fluorescence polarization | inhibition, % at 3.39 µM;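 active = inhibition above the mean inhibition across the screen plus 3 SD, cut at about 25% in these data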;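 note: inhibitors block binding of the rhodamine activity-based probe so polarization drops; 0% = enzyme with DMSO and 100% = wells lacking pPAFAH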
Target sequence (Q13093 whole entry, looked up): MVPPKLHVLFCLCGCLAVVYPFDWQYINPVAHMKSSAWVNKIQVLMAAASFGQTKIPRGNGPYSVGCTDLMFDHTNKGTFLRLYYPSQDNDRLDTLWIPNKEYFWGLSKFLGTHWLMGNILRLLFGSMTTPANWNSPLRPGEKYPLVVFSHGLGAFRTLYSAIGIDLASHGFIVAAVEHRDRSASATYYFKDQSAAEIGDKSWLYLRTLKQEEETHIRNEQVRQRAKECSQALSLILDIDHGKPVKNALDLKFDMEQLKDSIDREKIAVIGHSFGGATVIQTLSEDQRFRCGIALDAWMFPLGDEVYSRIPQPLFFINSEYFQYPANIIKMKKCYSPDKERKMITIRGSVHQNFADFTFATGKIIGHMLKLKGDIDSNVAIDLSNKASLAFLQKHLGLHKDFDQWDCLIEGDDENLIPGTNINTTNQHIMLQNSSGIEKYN
Active calls of the source: *; / = no result given. The list is partial (hit frequency here may not be typical).

Under each structure: PAD4 FP inh	Fam108B counter	PAFAH1B2 FP inh	PAFAH2 inh	GSTO1 inh	LYPLA1 counter	PME-1 inh	PAFAH1B3 FP inh	pPAFAH FP inh
(1) Fc1ccccc1/C=N/N1CCN(Cc2ccccc2Cl)CC1
→ 0.9	3.0	3.2	-4.7	3.9	-0.1	1.5	6.5	-1.5
(2) O=C(CN1CCN(Cc2ccccc2)CC1)c1c[nH]c2ccccc12
→ -2.8	2.9	3.9	0.9	-6.6	-3.7	-5.2	3.0	3.2
(3) CC(C)OCCCNC(=O)C1CCC(=O)N1C1CCCC1 (centres undefined)
→ -2.7	2.0	4.2	-1.0	1.6	1.5	2.8	12.3	0.4
(4) COc1ccc(C(=O)OCC(=O)NCCCc2ccccc2)c(OC)c1
→ -0.7	-0.5	3.2	16.4	0.4	-0.5	10.7	-0.7	3.9
(5) Cc1noc(C)c1CN1C(=O)c2ccc([N+](=O)[O-])cc2C1=O
→ -2.9	0.5	2.1	12.9	8.4	-3.4	-7.4	9.6	6.2
(6) CN1CCc2nc(SCC(=O)Nc3ccc(F)cc3)c(C#N)cc2C1
→ 4.4	1.2	/	/	7.6	-4.0	-3.3	/	2.6
(7) COC(=O)Cc1c(C)nc2nc(-c3ccccc3)[nH]n2c1=O
→ -4.3	9.3	0.0	-7.4	-5.7	3.2	0.2	2.3	1.8
(8) CC(OC(=O)C1CCC1)C(=O)Nc1cc(Cl)cc(Cl)c1 (centres undefined)
→ -4.2	-1.3	-0.9	2.7	-4.8	-0.8	-8.0	-3.5	6.5
(9) Cc1nc2ccn(Cc3ccccc3)c(=O)c2cc1C(=O)N1CCN(c2ccccc2)CC1
→ 3.5	2.9	0.7	5.5	9.4	-3.7	5.9	5.8	1.0
(10) CCCCC(=O)N=c1sc2c(OC)ccc(OC)c2n1C
→ -1.7	-4.3	3.9	-7.5	4.0	-1.8	-3.9	6.1	3.6
(11) CCOCCn1[nH]c2ccccc2c1=O
→ 5.5	1.9	0.9	3.0	1.5	-0.8	1.1	-0.5	0.5
(12) O=c1oc(-c2ccccc2Br)nc2ccccc12
→ 1.4	5.8	-1.0	55.5*	-10.1	0.5	8.8	0.5	-0.5
(13) CC(NC(=O)c1ccccc1N)c1ccccc1 (centres undefined)
→ 1.9	-1.4	5.5	3.9	3.4	6.5	-6.7	17.8	2.9
(14) Cc1cc(N2CCN(c3ccccc3)CC2)n2nnnc2n1
→ -5.2	0.8	2.2	-2.7	8.7	2.4	4.1	-5.1	-1.0
(15) CCCCn1nnc(NC(=O)c2ccc(-c3cccc(Cl)c3)o2)n1
→ -2.4	-0.7	0.2	-8.0	-9.6	-9.4	-7.4	4.8	0.3
(16) Cc1ccc(C)c(NC(=O)CSc2nnc(CCCCCNC(=O)OC(C)(C)C)o2)c1
→ -2.8	5.0	1.8	-1.9	1.5	1.2	0.1	5.9	3.2
(17) CCOC(=O)c1[nH]c(C)c(C(=O)OCC(=O)NCc2ccc(Cl)cc2)c1C
→ -6.1	/	-2.1	-3.0	/	-6.7	-10.1	-6.7	0.7
(18) Oc1c(I)cc(Cl)c2cccnc12
→ -2.8	1.8	10.9	-0.9	-0.2	-2.6	-1.5	15.6	31.0*
(19) O=C(NCC1CCCO1)c1ccc(COc2ccc(Cl)cc2)cc1 (centres undefined)
→ 0.1	-1.1	29.1*	2.6	1.4	-4.4	1.9	-1.6	5.4
(20) O=c1c2cc(F)ccc2[nH]c(=S)n1CCCN1CCOCC1
→ -1.4	0.6	0.6	-3.6	1.8	2.9	-2.8	10.5	8.6
(21) COc1ccccc1Nc1c([N+](=O)[O-])cncc1[N+](=O)[O-]
→ -0.6	4.3	5.0	0.2	14.8	1.4	3.9	2.6	0.9
(22) Cc1ccc(/C=C2/NC(=O)N(Cc3ccc(Br)cc3)C2=O)o1
→ 4.7	11.3	2.8	-6.9	9.2	0.5	-1.4	1.5	16.8
(23) O=C(COC(=O)/C=C/c1cccc(F)c1)Nc1ccc2[nH]c(=O)[nH]c2c1
→ 1.9	3.4	-1.8	3.8	6.3	-0.6	-1.5	1.9	-0.1
(24) S=c1[nH]ncc2ccccc12
→ 1.2	-3.0	3.5	-1.3	4.7	1.3	-0.5	4.3	0.6
(25) CCCCOc1ccc(-c2cc(C(=O)NNC(=S)NCC)c3ccccc3n2)cc1
→ -4.2	4.5	0.9	-0.3	-19.2	-8.4	0.9	11.8	41.7*
(26) O=C(c1ccccc1)N1CCCC(C(=O)N2CCCCC2)C1 (centres undefined)
→ -2.0	-3.1	4.3	-0.6	9.3	-2.6	1.3	9.2	5.4
(27) N#Cc1cnc(SCC(=O)N2CCCC2)nc1N
→ -4.6	-3.5	5.9	7.8	-8.4	-2.0	-5.4	13.9	0.8
(28) Cc1cc(F)ccc1S(=O)(=O)Nc1ccc(C(=O)N2CCCCC2)cc1
→ -0.6	/	11.6	17.6	/	/	/	6.4	6.4
(29) CC(C)(C)NC(=O)CN(C(=O)C1CSC(=O)C1)c1ccccc1F (centres undefined)
→ 0.8	1.3	5.8	7.0	5.8	4.8	-1.4	5.8	3.5
(30) O=C(NC1CCC(O)CC1)C1CCN(S(=O)(=O)c2c(Cl)cccc2Cl)CC1 (centres undefined)
→ -0.1	/	-3.7	-11.0	/	-1.4	-3.2	-2.8	2.0
(31) N#CC1(C#N)CC(C=O)=C(N)C1(C#N)CC(=O)c1ccc(F)cc1 (centres undefined)
→ -15.9	-1.2	-5.5	-8.0	0.7	-2.4	-6.2	-7.4	6.3
(32) Cc1cccc(NC(=O)CCc2ccccc2)c1C
→ -0.7	-3.6	1.8	-5.7	-3.0	-1.6	-2.5	6.3	2.8
(33) Cc1nnsc1C(=O)N1CCCC(N2CCN(c3cccc(C(F)(F)F)c3)CC2)C1 (centres undefined)
→ -2.1	-3.5	-2.1	5.3	11.9	4.2	-2.2	3.6	6.6
(34) COC(=O)N/N=C/c1cc(Cl)cc(Cl)c1OCc1ccccc1F
→ 6.6	-1.4	-1.1	-0.3	4.2	-3.9	0.4	-2.7	2.6
(35) CCCCOC(=O)Cn1c2ccc(OC)cc2c2nc3ccccc3nc21
→ 4.6	-1.7	0.3	7.2	5.3	-0.3	3.7	3.6	3.1
(36) C=CCn1c(=O)c2c(nc3n2CC(C)CN3Cc2ccccc2)n(C)c1=O (centres undefined)
→ 1.8	2.8	2.8	-15.4	11.3	-0.3	-1.0	4.4	-1.3
(37) COc1ccc(C(C(=O)NC2CCCCC2)N(C(=O)c2sc(C)nc2C)c2ccccc2C)cc1 (centres undefined)
→ 1.0	1.5	1.9	-0.2	0.8	-0.8	1.8	6.2	3.1
(38) CCS(=O)(=O)C1=NSC2=NC(=O)/C(=C\c3ccc(OS(=O)(=O)c4ccccc4)c(OC)c3)C(=N)N21
→ -5.7	-5.5	1.8	7.6	-23.5	-5.2	-9.8	3.6	11.9
(39) O=C(CCCOc1ccc(Cl)cc1Cl)Nc1cccnc1
→ -2.1	-0.1	-2.1	5.3	1.5	0.5	-4.1	7.0	-2.0
(40) Cc1ccc(C2(C)NC(=O)N(CC(=O)Nc3ccc(Cl)c(S(=O)(=O)N4CCCCC4)c3)C2=O)cc1 (centres undefined)
→ -3.4	-13.1	-4.9	-16.9	-20.4	-15.6	-13.8	-13.4	5.1

Single entries from the results shown:
In PAD4 FP inh, `COc1ccccc1Nc1c([N+](=O)[O-])cncc1[N+](=O)[O-]` shows -0.6
In PAD4 FP inh, `O=C(NC1CCC(O)CC1)C1CCN(S(=O)(=O)c2c(Cl)cccc2Cl)CC1` (centres undefined) shows -0.1

Continuation:
Under each structure: PAD4 FP inh	Fam108B counter	PAFAH1B2 FP inh	PAFAH2 inh	GSTO1 inh	LYPLA1 counter	PME-1 inh	PAFAH1B3 FP inh	pPAFAH FP inh
(41) CC(=O)Nc1ccc(OC(F)(F)C(F)C(F)(F)F)c(NC(C)=O)c1 (centres undefined)
→ -4.6	-2.4	-0.9	-2.0	-1.7	1.3	0.2	-1.6	3.1
(42) COc1ccc(NC(=O)CCS(=O)(=O)c2cccc3nonc23)cc1Cl
→ 1.1	-1.4	3.6	-8.9	3.6	3.5	6.7	7.7	5.0
(43) Cc1cc2ccccc2c(=O)n1CC(=O)NCC(=O)N1CCN(c2cccc(Cl)c2)CC1
→ -3.1	0.1	2.0	-2.3	7.3	-2.8	-10.5	9.2	2.7
(44) CCOC(=O)Cc1csc(NC(=O)COc2ccc(C)c(C)c2)n1
→ -1.7	-2.2	-1.8	2.7	3.8	0.2	-10.6	11.4	4.3
(45) CC(=O)n1c(=O)c2ccccc2c(=O)n1-c1ccccc1
→ -4.2	0.8	3.7	1.2	-6.7	1.2	1.5	-2.7	3.9
(46) Cc1ccc(OCCN(C)C(=O)C2CCC(=O)N(CCCN3CCCC3=O)C2)cc1 (centres undefined)
→ -0.5	3.4	-0.4	7.7	0.1	-1.5	3.3	9.7	2.5
(47) NC(=O)COC(=O)CC12CC3CC(CC(C3)C1)C2
→ 1.3	-1.9	20.5	4.1	-2.6	0.2	4.3	5.2	4.8
(48) c1ccc(-n2cccc2)c(N2CCCCC2)c1
→ 2.6	1.9	/	/	-5.4	1.2	-2.5	/	6.6
(49) Cc1cc(OCC(=O)Nc2ccc(Br)cc2)cc2c1C(=O)CC(C)(C)O2
→ 6.1	-14.6	/	/	-0.6	-24.1	-21.8	/	6.9
(50) COc1ccc([N+](=O)[O-])cc1NC(=O)C(C)Sc1nc(C)c(C)c(C)n1 (centres undefined)
→ 2.5	5.2	2.5	-5.3	-12.7	-2.8	23.7	7.2	1.6
(51) O=S1(=O)c2ccccc2OC(COCc2ccccc2)CN1Cc1ccccc1 (centres undefined)
→ -4.3	/	3.1	-1.0	/	/	/	6.2	-1.2
(52) O=C(O)CCCCCNC(=O)C(=O)C1C(=O)Nc2ccccc21 (centres undefined)
→ 4.1	-0.1	2.0	-2.1	15.4	-1.6	2.3	-1.2	-0.7
(53) Cc1ccc(-c2c3c(nc4sc(C(N)=O)c(N)c24)CCC3)cc1
→ -1.0	4.9	-7.2	0.0	5.5	-1.7	-6.8	4.5	28.3*
(54) COc1ccc(S(=O)(=O)N2CCOCC2)cc1C(C)C
→ 1.1	-4.3	3.3	-7.8	1.9	1.1	12.6	6.2	6.5
(55) CCN(CC(=O)Nc1c(F)cccc1F)C(=O)c1cc(S(=O)(=O)N(C)C)ccc1N1CCCC1
→ -0.6	-0.6	-1.2	3.7	4.8	1.2	11.9	2.9	-0.3
(56) Cc1c(Cl)cccc1NC(=O)NCCCN1CCCC1=O
→ -5.8	1.0	1.1	1.9	4.7	-2.1	-1.8	0.3	7.3
(57) CC(=O)Nc1ccc(NC(=O)COC(=O)c2cc([N+](=O)[O-])ccc2N2CCOCC2)cc1
→ -3.7	-1.7	4.7	3.5	-8.0	-0.1	4.7	9.8	11.0
(58) CCOc1ccc(S(=O)(=O)N2CCC(C(=O)NCc3ccccc3CN3CCCC3)CC2)cc1
→ -3.0	/	2.9	-1.0	/	-1.1	-1.3	-3.4	2.7
(59) Cc1cccc(N2CCN(C(=O)CCN3C(=O)C4C5C=CC(C5)C4C3=O)CC2C)c1 (centres undefined)
→ -1.1	3.4	3.6	2.6	3.7	0.1	-1.4	-6.1	-2.4
(60) Cc1ccc(NC(=O)CCN2CC(C)OC(C)C2)cc1C (centres undefined)
→ -5.2	-1.9	2.3	-0.4	1.6	-0.2	3.5	9.1	-1.2
(61) CSc1cccc(CNC(=O)C2CCC(=O)N(Cc3cccc(C(F)(F)F)c3)C2)c1 (centres undefined)
→ 2.1	-4.5	3.5	1.1	-0.1	1.2	9.2	-4.8	1.2
